Assay outcomes from PubChem.
CHRM5 agonist = CHRM5 agonism in calcium assay. CHO-K1 hM5 cells, Fluo-8 calcium fluorescence; 0% DMSO wells, 100% maximal acetylcholine response. activation, % at 3 µM. 360,000 compounds, 0.19% hits;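 active = activation above the run's mean over test compounds plus 3 SD, cut at about 23% in these data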;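 also: signal is peak over basal fluorescence ratio across the kinetic read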
CHRM1 antagonist = human CHRM1 antagonism; CHO-K1 hM1, Fluo-8 calcium fluorescence, ACh EC80 antagonist; AID 588852; inhibition, % at 3 µM; 360,000 compounds, 1.3% hits;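 active = percent inhibition above its own plate's cutoff, namely the mean of that plate's compound wells plus 3 SD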;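 also: peak over basal fluorescence ratio during 140 s after agonist addition; 0% = ACh EC80 plus DMSO and 100% = DMSO alone without agonist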
Target sequence (P11229 whole entry, looked up): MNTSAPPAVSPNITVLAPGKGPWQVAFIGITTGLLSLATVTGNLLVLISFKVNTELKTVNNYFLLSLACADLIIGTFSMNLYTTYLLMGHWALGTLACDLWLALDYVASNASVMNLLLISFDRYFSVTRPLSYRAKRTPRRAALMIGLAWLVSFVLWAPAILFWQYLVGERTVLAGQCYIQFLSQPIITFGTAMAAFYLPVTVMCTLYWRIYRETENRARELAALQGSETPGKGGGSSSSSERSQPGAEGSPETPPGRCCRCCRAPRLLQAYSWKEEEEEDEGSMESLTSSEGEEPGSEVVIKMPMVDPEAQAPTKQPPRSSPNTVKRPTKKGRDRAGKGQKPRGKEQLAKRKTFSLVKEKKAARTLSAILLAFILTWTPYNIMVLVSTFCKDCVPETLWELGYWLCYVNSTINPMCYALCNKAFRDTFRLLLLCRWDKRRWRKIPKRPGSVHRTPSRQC
TAAR1 ag = human TAAR1 agonism | 360,000 compounds, 0.99% hits | CHO RD-HGA16 TAAR1, Fluo-8 calcium fluorescence; vehicle wells 0%, saturating PEA agonist 100% | Q96RJ0 | activation, % at 3 µM;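 active = activation above the mean activation of all test compounds in the run plus 3 SD, cut at about 38% in these data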
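test system = CHO RD-HGA16 cells carrying human TAAR1 plus Gα16 | schedule = 17-24 h seeding, 75 min 37 °C dye, 30 min RT | compound dosing = 3 µM single concentration | control set = DMSO and PEA EC100 | replicates = n 1 | signal = Fluo-8 fluorescence, 5 s baseline then 140 s kinetic read | measure = percent activation vs PEA EC100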
M1 PAM = potentiates human M1 receptor response to acetylcholine; AID 588819; activation, % at 3 µM; 360,000 compounds, 0.088% hits; CHO-K1 hM1, Fluo-8 calcium fluorescence, ACh EC20; 0% = ACh EC20, 100% = maximal ACh; in the data active = activation above about 19%, passing the limit was not always enough
CHRM4 agonist = CHRM4 agonism in calcium assay. P08173. CHO-K1 hM4/Gqi5, Fluo-8 calcium fluorescence; vehicle 0%, full acetylcholine response 100%. 360,000 compounds, 0.14% hits. AID 624127. activation, % at 3 µM;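 active = activation above the run mean over all test wells plus 3 SD, cut at about 32% in these data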;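 also: peak over basal fluorescence ratio per well then scaled between controls; 0% = DMSO wells and 100% = acetylcholine at EC100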
Target sequence (P08173 whole entry, looked up): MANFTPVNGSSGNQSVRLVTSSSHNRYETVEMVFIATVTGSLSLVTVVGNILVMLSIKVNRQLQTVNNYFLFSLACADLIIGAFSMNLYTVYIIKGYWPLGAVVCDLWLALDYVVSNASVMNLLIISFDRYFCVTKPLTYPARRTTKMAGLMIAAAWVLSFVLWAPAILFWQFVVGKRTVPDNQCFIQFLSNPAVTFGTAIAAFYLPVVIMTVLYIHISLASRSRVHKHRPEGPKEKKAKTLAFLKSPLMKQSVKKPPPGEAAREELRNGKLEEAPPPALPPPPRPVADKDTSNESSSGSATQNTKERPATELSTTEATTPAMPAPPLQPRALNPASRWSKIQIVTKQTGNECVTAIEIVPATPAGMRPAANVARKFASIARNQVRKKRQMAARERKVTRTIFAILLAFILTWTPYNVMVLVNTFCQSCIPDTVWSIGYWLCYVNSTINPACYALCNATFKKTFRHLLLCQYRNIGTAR
M5 PAM = CHRM5 positive allosteric modulation; P08912; CHO-K1 hM5, Fluo-8 calcium, ACh EC20 PAM; 0% = ACh EC20, 100% = ACh EC100; activation, % at 3 µM; 360,000 compounds, 0.3% hits; AID 624038;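 active = activation above the run cutoff, the mean activation of all test compounds plus 3 SD, cut at about 18% in these data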
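System: CHO-K1 hM5 cells. Reagent: acetylcholine, EC20 level. Compound dosing: single dose, 3 µM nominal final test concentration. Timing: Post-acetylcholine fluorescence recording 140 s. Detection: Fluo-8 calcium fluorescence. Read-out: % activation, ACh-normalized. Benchmarks: ACh EC20 and EC100 wells. Repeats: singlicate, one well per test compound.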
CHRM5 antagonist = antagonists of human muscarinic M5 receptor (CHRM5); 360,000 compounds, 0.59% hits; P08912; inhibition, % at 3 µM; CHO-hM5 cells, Fluo-8 calcium fluorescence, ACh EC80;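 active = inhibition above a per-plate cutoff, the mean of that plate's test compounds plus 3 SD, cut at about 27% in these data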;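 also: 0% = acetylcholine EC80 with DMSO and 100% = DMSO without agonist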
CHRM4 antagonist = CHRM4 antagonism in calcium assay; P08173; CHO-hM4 cells, ACh EC80, Fluo-8 calcium fluorescence; inhibition, % at 3 µM; 360,000 compounds, 0.73% hits;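 active = inhibition above its plate's cutoff, the mean inhibition of sample wells plus 3 SD, cut at about 27% in these data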;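 also: 0% = acetylcholine EC80 with DMSO and 100% = DMSO without agonist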
M1 ag = activates human CHRM1 receptor; P11229; CHO-K1 hM1, Fluo-8 calcium fluorescence, agonist mode; 0% DMSO, 100% acetylcholine EC100; activation, % at 3 µM; 360,000 compounds, 0.33% hits;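 active = activation above the run's mean compound activation plus 3 SD, cut at about 16% in these data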;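 also: peak over basal fluorescence ratio within a 140 s kinetic read after compound addition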
The depositor's hits bear a star. Some of the compounds tested, so the mix of outcomes need not match the whole.

SMILES | CHRM5 agonist | CHRM1 antagonist | TAAR1 ag | M1 PAM | CHRM4 agonist | M5 PAM | CHRM5 antagonist | CHRM4 antagonist | M1 ag
N#Cc1c(N)sc2c1CCN(CCc1ccccc1)C2 | -12 | -5 | 79* | 5 | 0 | -8 | 8 | -2 | -3
CC(C)N1CC(C(=O)Nc2ccc(S(=O)(=O)N3CCCCC3)cc2)CC1=O (stereo not drawn) | -2 | -6 | 1 | 14 | 1 | 0 | 1 | -5 | 3
Cc1cc(-n2c(=O)c(C#N)cc3c(=O)n4ccccc4nc32)no1 | -1 | -6 | 1 | 7 | -1 | 1 | 3 | 10 | -3
COC(=O)c1ccc2[nH]ccc2c1 | -1 | 4 | 1 | 2 | 0 | 3 | 11 | -10 | -6
COc1ccc(C)cc1NC(=O)CSc1nc(SC)ns1 | -10 | -4 | -2 | -1 | -1 | 1 | 0 | -8 | -6
N#Cc1cccc(NC(=O)c2cc(C3CCCCN3C(=O)CCCc3ccccc3)on2)c1 (stereo not drawn) | 0 | -11 | 10 | 6 | 17 | -16 | 11 | -4 | 1
COc1ccc(NC(=O)COc2cccc3c2OC(C)(C)C3)c(OC)c1 | -5 | -6 | -3 | 0 | 3 | -5 | 4 | 0 | -4
O=C(NCCSc1c(-c2ccccc2)[nH]c2ccccc12)c1cc2ccccc2oc1=O | 0 | 14 | 1 | -3 | 6 | -6 | 1 | -1 | -3
O=C(COC(=O)CC(c1ccccc1)c1ccccc1)NCc1ccc(Cl)cc1 | -4 | 3 | 2 | -2 | 1 | -10 | 5 | 7 | -7
CCOC(=O)C1=C(C)NC(=O)NC1c1cccnc1 (stereo not drawn) | -4 | -3 | 5 | 7 | 0 | -1 | -11 | 3 | -3
Cc1ccc(OC(C)C(=O)Nc2ccccc2C(=O)NCc2cccnc2)cc1C (stereo not drawn) | -1 | 10 | 6 | -6 | 12 | -8 | 0 | 1 | -2
CC(=O)C1C=CC(C)(C(=O)O)C2C=C(C)C(=O)C(C)(O)C12 (stereo not drawn) | 4 | -9 | 0 | 1 | 0 | 1 | 3 | 2 | 3
O=C(CCC1CCCCC1)NCCN1C2=NC[C@@H](Cc3ccccc3)N2C[C@H]1Cc1ccc(O)cc1 | -12 | -10 | 14 | -6 | 0 | -7 | 5 | -14 | -9
CCOCCOc1cccc(C(=O)NC(c2ccccc2)C(C)C)c1 (stereo not drawn) | -1 | -10 | -2 | 14 | 0 | 0 | -3 | -4 | 2
CNC(=O)N(O)C1N(NC(=O)Nc2cccc3ccccc23)C(=S)SC1(C)C (stereo not drawn) | -2 | 6 | 3 | -1 | 1 | -2 | 0 | 4 | -5
Cc1ccc(C2=NNC(C(O)C(O)C(O)C(O)CO)S2)cc1 (stereo not drawn) | 0 | 0 | 13 | 7 | 1 | 4 | -5 | -4 | 0
CCC1(C)N(O)C(C)(C)C(c2ccc(F)cc2)=[N+]1[O-] (stereo not drawn) | -6 | -10 | 4 | 8 | 0 | 1 | 2 | -2 | -3
CC(C)(C)C(=O)COC(=O)c1cccc(NC(=O)c2ccco2)c1 | 1 | 7 | 5 | -3 | 2 | -3 | 1 | 13 | -3
CCn1cc(/C=N/NS(=O)(=O)c2ccc(C)cc2)c(C)n1 | -1 | -8 | 16 | 4 | 8 | -3 | 6 | 9 | -3
CC(NC(=O)c1ccco1)C(=O)OCC(=O)c1ccc(Cl)s1 (stereo not drawn) | -2 | -3 | 4 | 12 | 0 | -8 | 10 | 0 | -6
COc1ccc(Cn2c(=O)cc(N)n(-c3ccccc3C)c2=O)cc1 | 3 | -11 | 2 | 8 | 0 | 6 | -2 | 5 | -2
CC(=O)NS(=O)(=O)c1ccc(Nc2ccc([N+](=O)[O-])c3nonc23)cc1 | 7 | -4 | 2 | 4 | 2 | 5 | -11 | -1 | -1
N=c1c[n+](-c2ccc(Cl)cc2)[n-]o1 | -4 | 0 | 7 | 0 | -1 | 3 | -5 | 4 | -5
Cc1cc(F)ccc1C(O)c1ncc(-c2ccccc2F)[nH]1 (stereo not drawn) | 0 | -17 | 3 | 16 | 1 | -3 | 3 | 2 | 2
COc1ccc(NC(C)=O)cc1CP(=O)(c1ccccc1)c1ccccc1 | -1 | -6 | -1 | 3 | 0 | -1 | 4 | -13 | -4

2 entries from above, field by field.
molecule: O=C(COC(=O)CC(c1ccccc1)c1ccccc1)NCc1ccc(Cl)cc1
  CHRM5 agonist = -4	CHRM1 antagonist = 3	TAAR1 ag = 2	M1 PAM = -2	CHRM4 agonist = 1	M5 PAM = -10	CHRM5 antagonist = 5	CHRM4 antagonist = 7	M1 ag = -7
molecule: CCOC(=O)C1=C(C)NC(=O)NC1c1cccnc1 (stereo not drawn)
  CHRM5 agonist = -4	CHRM1 antagonist = -3	TAAR1 ag = 5	M1 PAM = 7	CHRM4 agonist = 0	M5 PAM = -1	CHRM5 antagonist = -11	CHRM4 antagonist = 3	M1 ag = -3

Back to the main list, repeating the two entries before the break.
SMILES | CHRM5 agonist | CHRM1 antagonist | TAAR1 ag | M1 PAM | CHRM4 agonist | M5 PAM | CHRM5 antagonist | CHRM4 antagonist | M1 ag
Cc1cc(F)ccc1C(O)c1ncc(-c2ccccc2F)[nH]1 (stereo not drawn) | 0 | -17 | 3 | 16 | 1 | -3 | 3 | 2 | 2
COc1ccc(NC(C)=O)cc1CP(=O)(c1ccccc1)c1ccccc1 | -1 | -6 | -1 | 3 | 0 | -1 | 4 | -13 | -4
CCSc1ncc(/C=N/Nc2ccc(F)cc2)n1C | -4 | -24 | 11 | 1 | 0 | -1 | -3 | -15 | -5
O=C1COc2ccc(C(=O)COC(=O)c3ccc(S(=O)(=O)C(F)F)cc3)cc2N1 | 9 | 9 | 24 | -3 | 14 | -8 | -1 | 6 | 1
CC1CC(C)CN(CCOCCSc2ccc(Cl)cc2)C1 (stereo not drawn) | -11 | 35* | 5 | -21 | 11 | -10 | 7 | 18 | -4
Cc1c(NC(=O)c2cccs2)cccc1[N+](=O)[O-] | -3 | -8 | 1 | 8 | 1 | -2 | -4 | 2 | -5
CCc1n[nH]c2c1/C(=N\O)CC(C)(C)C2 | 0 | -38 | 0 | 2 | 3 | 2 | -4 | -5 | 1
COC(=O)c1c(NC(=S)NC(=O)c2ccco2)sc2c1CCCC2 | 1 | -10 | 10 | 6 | 0 | 1 | 0 | -2 | 0
CCOC(=O)c1cnc(-c2ccccc2)nc1C(F)(F)F | 3 | -2 | 1 | 11 | 1 | 4 | 2 | -3 | -5
COc1cc(C(O)c2nc(-c3ccc(F)cc3OC)cs2)ccc1F (stereo not drawn) | 0 | 0 | 1 | -5 | 5 | -3 | 4 | -13 | -5
O=C(O)c1ccc(Cl)c(S(=O)(=O)Nc2ccc3cn[nH]c3c2)c1 | -3 | -1 | 6 | 7 | 1 | 4 | 6 | -10 | -2
COc1ccccc1CC(=O)Nc1ccc2c(c1)CCC2 | -3 | 4 | -1 | -2 | 0 | -8 | 14 | 3 | -7
CCSc1nnc(Cn2c(=O)sc3ccccc32)n1-c1ccccc1C | -2 | -10 | 0 | 3 | 1 | -4 | -4 | -18 | 0
CC(c1ccco1)N(Cc1ccco1)C(=O)Nc1ccccc1 (stereo not drawn) | -1 | 1 | 0 | 1 | 1 | -4 | -3 | 0 | -4
COC(=O)c1c(C(=O)OC)c(-c2ccccc2)n2c1CS(=O)C2 (stereo not drawn) | 1 | -15 | 14 | 14 | 1 | -2 | 0 | -5 | 1
O=C(CNS(=O)(=O)c1ccc(F)cc1)N1CCCC1 | 2 | -20 | 3 | 13 | 1 | 15 | -11 | -1 | -2
Cn1nnc2cc(C(=O)N3CCSCC3)ccc21 | -6 | -4 | 4 | 7 | 1 | -12 | -4 | 0 | -4
CC1CCCN(Cc2c(C(=O)N3CCc4ccccc4C3)nc3ccc(Cl)cn23)C1 (stereo not drawn) | -4 | 8 | -1 | 1 | 1 | 9 | -11 | 7 | -4
O=C(COc1ccccc1)Nc1nccs1 | -1 | 3 | 2 | 3 | 2 | 2 | -2 | -7 | -6
COc1ccc(Nc2cc(C(=O)NCCCN3CCOCC3)c3ccccc3n2)cc1OC | 0 | -4 | 4 | 8 | 3 | -7 | 5 | -3 | -3
CN(C)c1ccc(C(=S)N2CCOCC2)cc1 | -5 | -3 | 17 | 10 | 0 | 2 | 1 | -3 | -5
COc1ccc(C(=O)NCC2CCCCC2)cc1S(=O)(=O)N1CCCC1 | 0 | -12 | 2 | 13 | 2 | 0 | 5 | -8 | -3
O=C(c1ccccc1)C1N=NCC1c1ccc(Cl)cc1 (stereo not drawn) | 27* | -3 | -1 | 2 | 1 | -20 | 33* | -3 | -3
COc1ccc(CCNC(=O)C(=O)c2c(C)[nH]c3ccccc23)cc1 | -9 | 5 | 16 | -3 | 13 | -18 | 71* | 1 | 1
CCC(C)NCCOc1cccc(Br)c1 (stereo not drawn) | -7 | 12 | 8 | -8 | 0 | 2 | 0 | 12 | -13
Cc1csc(SCC(=O)NC(C)C2CC3CCC2C3)n1 (stereo not drawn) | -3 | -6 | 0 | 2 | 0 | 2 | 4 | 2 | -5
O=C(COC(=O)c1cc(Cl)ccc1O)NNC(=O)c1ccc([N+](=O)[O-])cc1 | 0 | -1 | 1 | 6 | 4 | 3 | 9 | -13 | -2

In a second layout: results already given
molecule	CHRM5 agonist	CHRM1 antagonist	TAAR1 ag	M1 PAM	CHRM4 agonist	M5 PAM	CHRM5 antagonist	CHRM4 antagonist	M1 ag
CCSc1ncc(/C=N/Nc2ccc(F)cc2)n1C	-4	-24	11	1	0	-1	-3	-15	-5
O=C(O)c1ccc(Cl)c(S(=O)(=O)Nc2ccc3cn[nH]c3c2)c1	-3	-1	6	7	1	4	6	-10	-2
CCC(C)NCCOc1cccc(Br)c1 (stereo not drawn)	-7	12	8	-8	0	2	0	12	-13
COc1ccc(Nc2cc(C(=O)NCCCN3CCOCC3)c3ccccc3n2)cc1OC	0	-4	4	8	3	-7	5	-3	-3

Continuation:
SMILES | CHRM5 agonist | CHRM1 antagonist | TAAR1 ag | M1 PAM | CHRM4 agonist | M5 PAM | CHRM5 antagonist | CHRM4 antagonist | M1 ag
CCCc1cc2c(cc1NC(=O)c1ccccc1F)OCO2 | -5 | -8 | 2 | 7 | 1 | 1 | 1 | -2 | -9
CCCC(=O)N1CCC1(C)C(=O)Nc1cc(-c2ccccc2)nn1C (stereo not drawn) | 1 | -11 | 0 | 10 | 2 | 1 | 4 | -1 | -3
Cc1nonc1C(=O)N/N=C/c1ccncc1 | 0 | -7 | 3 | 7 | 0 | -7 | 11 | 4 | -7
Cc1nnc(SCc2ccon2)n1-c1ccccc1 | -1 | -6 | 10 | 8 | 2 | 2 | -3 | -7 | -7
COc1cccc(/C=C/C(=O)Nc2ccc3c(c2)OCCO3)c1 | -9 | -6 | 7 | 5 | 6 | 2 | -2 | -3 | -4
Cc1cc(N2C(=O)C(=O)/C(=C(/O)c3ccccc3)C2c2cccs2)no1 (stereo not drawn) | 1 | -23 | 7 | 6 | -2 | 10 | -1 | -3 | -2
